Source: PubChem (The Scripps Research Institute Molecular Screening Center)
GPR151 ag: activators of human GPR151, primary screen, cell-based, PathHunter beta-arrestin, luminescence; G-protein coupled receptor 151 (Homo sapiens), Q8TDV0; PathHunter beta-arrestin GPR151 cells; activation, % at 11.2 µM; 650,000 tested, 1% active; in the data active means activation above about 4.9%;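 further: 0% = median of compound wells and 100% = cells with positive control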
Target sequence (Q8TDV0 whole entry, looked up): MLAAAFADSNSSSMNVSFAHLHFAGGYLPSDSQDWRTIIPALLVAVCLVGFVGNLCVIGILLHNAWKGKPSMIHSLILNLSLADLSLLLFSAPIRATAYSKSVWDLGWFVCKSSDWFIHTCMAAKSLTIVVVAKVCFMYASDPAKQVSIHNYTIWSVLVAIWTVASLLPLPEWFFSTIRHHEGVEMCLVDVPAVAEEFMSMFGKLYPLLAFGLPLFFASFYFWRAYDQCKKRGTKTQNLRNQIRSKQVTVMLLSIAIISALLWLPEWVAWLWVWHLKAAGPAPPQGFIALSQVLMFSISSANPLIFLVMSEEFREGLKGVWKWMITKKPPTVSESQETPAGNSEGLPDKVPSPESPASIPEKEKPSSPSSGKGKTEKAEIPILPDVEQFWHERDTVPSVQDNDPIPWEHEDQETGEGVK
FBW7 activator: FBW7 E3 ligase activators, primary screen, biochemical, AlphaScreen, human; F-box/WD repeat-containing protein 7 (Homo sapiens), Q969H0; AlphaScreen FBW7–phospho-cyclin E peptide binding, activator screen; normalized activity (activation), % at 26.1 µM; 650,000 tested, 0.13% active; AID 1259310, 2017; in the data active means normalized activity above about 1.9%;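 further: purified mutant Fbw7 with reduced substrate affinity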
TEAD-YAP block: TEAD-YAP interaction inhibition, primary screen, TEAD-YAP interaction inhibitor project, luminescence, HEK-TIYL cells; 640,000 tested, 1.4% active; inhibition, % at 9.12 µM; AID 1259422, 2018; TEAD-Gal4/YAP UAS-luciferase luminescence; in the data active means inhibition above about 32%;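 further: 0% = median of test compound wells and 100% = reference inhibitor wells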
MITF inh: MITF inhibitors, primary screen, biochemical, AlphaScreen, human | AID 1259374, 2018 | Microphthalmia-associated transcription factor (Homo sapiens), O75030 | AlphaScreen MITF homodimerization, bead proximity signal | 650,000 tested, 0.91% active | inhibition, % at 2.6 µM; in the data active means inhibition above about 50%;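 further: 0% = vehicle wells with protein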
Target sequence (O75030 whole entry, looked up): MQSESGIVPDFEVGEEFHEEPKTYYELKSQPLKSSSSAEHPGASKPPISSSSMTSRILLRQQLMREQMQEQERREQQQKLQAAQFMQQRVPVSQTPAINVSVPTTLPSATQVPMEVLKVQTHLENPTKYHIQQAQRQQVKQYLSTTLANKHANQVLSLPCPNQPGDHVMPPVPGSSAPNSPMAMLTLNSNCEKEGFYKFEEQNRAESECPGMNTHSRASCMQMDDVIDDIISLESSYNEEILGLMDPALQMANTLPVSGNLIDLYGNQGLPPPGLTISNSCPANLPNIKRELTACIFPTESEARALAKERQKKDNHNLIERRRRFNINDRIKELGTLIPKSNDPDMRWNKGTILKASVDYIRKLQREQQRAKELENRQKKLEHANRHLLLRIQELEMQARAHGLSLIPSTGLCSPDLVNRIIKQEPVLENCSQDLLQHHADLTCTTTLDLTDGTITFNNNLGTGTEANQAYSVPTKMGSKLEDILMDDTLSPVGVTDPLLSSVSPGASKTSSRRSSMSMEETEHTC
The depositor's hits bear a star.

SMILES	GPR151 ag	FBW7 activator	TEAD-YAP block	MITF inh
CCCOc1ccc(C2C(C(=O)OC)=CN(Cc3ccc(OC)c(OC)c3)C=C2C(=O)OC)cc1	-1.6	1.3	-21	-9
O=C(c1ccccc1)c1ccc(N2CCOCC2)c(NC(=O)c2cccs2)c1	-0.5	-0.1	14	3
CN1C2=NC(=O)/C(=C/c3ccc([N+](=O)[O-])o3)N2c2ccccc21	0.9	0.0	4	-10
O=C(N/N=C\c1ccccn1)c1ccccn1	-1.9	-0.7	-44	54*
CCN(CC)S(=O)(=O)c1ccc(N2CCCCC2)c(C(=O)O)c1	-0.3	0.1	6	8
CCOc1ccc(-n2c(C)c(C(=O)O)c3cc(OC)ccc32)cc1	0.8	0.0	3	-6
CC(=O)Nc1ccc(OCC(O)CN2CC(C)OC(C)C2)cc1 (stereo not given)	-0.6	0.5	-9	-6
O=C(Nc1ccc(Cl)c(-c2nc3ccccc3o2)c1)c1cc([N+](=O)[O-])ccc1Cl	0.3	0.1	11	-3
CC(O)CNC(=O)C1CCN(Cc2ccc(OCc3ccccc3)cc2)CC1 (stereo not given)	0.6	0.6	-14	34
Cc1c(NS(=O)(=O)c2ccc3c(c2)OCCO3)cccc1[N+](=O)[O-]	3.3	0.7	1	-8
C/C(N)=C(/C#N)C(=O)COC(=O)c1ccc2c(c1)OCCO2	-0.3	0.1	-2	9
CC(=O)Oc1ccc(-c2csc(Nc3ccccc3F)n2)cc1	-2.4	0.1	-21	15
O=C(Cn1c(=O)c(C(F)(F)F)nc2ccccc21)NCc1cccnc1	-0.7	0.7	-7	15
CC(C(=O)NCc1ccccc1)n1c2ccccc2c2cnn(C)c(=O)c21 (stereo not given)	-1.0	0.2	6	10
CC(=O)c1c(C)nc(-c2ccc(OCC(=O)Nc3cccc(C)c3C)cc2)n1O	1.1	-0.1	4	6
COc1cc(/C=C2/N=C(c3cccc4ccccc34)OC2=O)ccc1OC(C)=O	0.1	-0.1	2	6
O=C(Nc1ccc(-c2nnc3n2CCCCC3)cc1)c1ccccc1[N+](=O)[O-]	-0.6	0.0	14	-7
CCCCCCn1c(CN2CCC(C)CC2)nc2c1c(=O)n(C)c(=O)n2C	-0.1	0.1	4	5
COC(=O)c1ccccc1NC(=O)c1csc2c1CCC(C)C2 (stereo not given)	-1.8	0.3	-1	14
O=C(CCn1c(=O)[nH]c2ccsc2c1=O)Nc1ccc(-c2ccccc2)cc1	-0.3	0.0	-29	-5
Cc1ccc(NC(=O)N2CCc3cc(S(=O)(=O)N4CCC(C)CC4)ccc32)cc1	1.4	0.0	-2	-8
CC1CCCC(NC(=O)COC(=O)C2CC(=O)N(c3ccc4c(c3)OCCO4)C2)C1C (stereo not given)	-1.9	0.6	7	6
COc1ccc(CCNC(=O)c2cc(C)oc2C)cc1OC	0.0	-0.1	-3	2
COCc1cc(C)nc2sc(C(=O)Nc3ccc(Br)c(C)c3)c(N)c12	-0.9	0.1	-96	12
CCOC(=O)C1=C(C)N=c2s/c(=C\c3ccc(OCc4ccc(Cl)cc4Cl)c(OCC)c3)c(=O)n2C1c1ccc(OC)cc1 (stereo not given)	2.3	0.2	8	1

No new results follow: entries from further up.
SMILES	GPR151 ag	FBW7 activator	TEAD-YAP block	MITF inh
C/C(N)=C(/C#N)C(=O)COC(=O)c1ccc2c(c1)OCCO2	-0.3	0.1	-2	9
CC(=O)Oc1ccc(-c2csc(Nc3ccccc3F)n2)cc1	-2.4	0.1	-21	15
O=C(Cn1c(=O)c(C(F)(F)F)nc2ccccc21)NCc1cccnc1	-0.7	0.7	-7	15
CC(C(=O)NCc1ccccc1)n1c2ccccc2c2cnn(C)c(=O)c21 (stereo not given)	-1.0	0.2	6	10
CC(=O)c1c(C)nc(-c2ccc(OCC(=O)Nc3cccc(C)c3C)cc2)n1O	1.1	-0.1	4	6
COc1cc(/C=C2/N=C(c3cccc4ccccc34)OC2=O)ccc1OC(C)=O	0.1	-0.1	2	6

An excerpt of these results, with values under each structure.
Below each SMILES – GPR151 ag	FBW7 activator	TEAD-YAP block	MITF inh
CN1C2=NC(=O)/C(=C/c3ccc([N+](=O)[O-])o3)N2c2ccccc21
→ 0.9	0.0	4	-10
COc1ccc(CCNC(=O)c2cc(C)oc2C)cc1OC
→ 0.0	-0.1	-3	2

Further records follow.
SMILES	GPR151 ag	FBW7 activator	TEAD-YAP block	MITF inh
O=C(/C=N/O)NCc1cccnc1	0.6	0.0	8	2
CC(C)NC(=O)c1ccc2c(=O)n(CCC3=CCCCC3)c(=S)[nH]c2c1	-0.8	0.0	5	84*
COc1cc(/C=N/N2C(=O)CSC2=S)ccc1O	-0.2	0.1	1	10
COc1cc(/C=C/c2nc3ccccc3c(=O)n2-c2ccc([N+](=O)[O-])cc2)ccc1O	-1.0	-0.1	-1	-2
Nc1c(C(=O)OCC(=O)Nc2ccc3c(c2)C(=O)c2ccccc2C3=O)[nH]c(=O)[nH]c1=O	-1.5	0.8	-7	-7
Cc1ccc(-n2c(=S)sc3c(=O)n(-c4ccccc4)c(SCc4cccc(F)c4)nc32)cc1C	-0.4	-0.1	3	-11
CC(C)(C)NC(=O)CSc1nnc(-c2ccc(Cl)cc2Cl)o1	0.8	-0.1	-7	2
COc1ccc(N2CCN(C(=O)c3ccc(OC(C)=O)cc3)CC2)cc1	-1.4	0.0	-1	14
COc1ccc(-c2nc(-c3ccc(OC)c(OC)c3OC)[nH]c2-c2ccc(OC)cc2)cc1	1.5	-0.1	2	8
Cc1ccc2c(c1)CCCN2C(=O)c1cccs1	-0.5	-0.1	-12	5
CCC(C)NC(=O)C1CCN(S(=O)(=O)c2cccs2)CC1 (stereo not given)	1.5	0.2	-4	17
COC(=O)CCn1c(=O)c2c(nc3n(-c4cccc(C)c4)c(C)c(C)n23)n(C)c1=O	-1.0	-0.3	3	-2
COc1ccc(CNC(=O)CCCn2c(=S)[nH]c3cc4c(cc3c2=O)OCO4)cc1	0.4	-0.1	-9	1
COc1cc(Nc2nc(NCc3cccc(C(F)(F)F)c3)c3ncn(Cc4ccc(C(F)(F)F)cc4)c3n2)cc(OC)c1OC	-2.2	0.1	14	7
Cc1ccc(-n2nc3c(c2NC(=O)c2cccc(C)c2)CSC3)cc1	1.3	0.0	-1	-1
CC(=O)NC(CC(C)C)c1nnc2n1CCN(Cc1ccc3c(c1)CCCN3C)CC2 (stereo not given)	-0.4	0.3	18	4
c1ccc(Nc2nc(Nc3cnccn3)nc3nc[nH]c23)cc1	-0.6	0.4	8	7
Nc1ncnc2c1ncn2C1OC(CO)C(O)C(O)C1O (stereo not given)	0.4	0.0	-4	-2
O=C(NCCNS(=O)(=O)c1ccccc1)c1ccc([N+](=O)[O-])cc1	-1.7	0.0	8	-2
CCN(C(C)=O)c1nnc(-c2ccc(Cl)cc2)s1	-0.5	0.1	-48	30
CCOC(=O)c1oc2cc3c(C)c(C(=O)OCC)oc3cc2c1C	1.3	0.0	-2	5
Oc1ccccc1/C=N\Nc1ccccn1	1.5	-0.9	-70	82*
O=C(N/N=C/c1ccco1)c1cccc2ccccc12	0.3	0.7	-7	8
Cn1c(=O)c2c(ncn2CC(=O)NNC(=O)c2cc(-c3ccccc3)n[nH]2)n(C)c1=O	0.7	0.1	6	11
O=C(Oc1ccc(/C=N/NC(=O)C(O)c2ccccc2)cc1)c1cccc(F)c1 (stereo not given)	0.1	0.0	12	-4

Carrying on:
SMILES	GPR151 ag	FBW7 activator	TEAD-YAP block	MITF inh
CCOC(=O)c1ccc(Cn2c3ccccc3c3nc4ccccc4nc32)o1	-0.8	0.2	-46	4
O=C(c1ccco1)N1CCN(C(c2ccccc2F)c2nnnn2Cc2ccccc2)CC1 (stereo not given)	-1.7	0.0	-5	11
NC(=O)/C(=C\c1ccccc1)NC(=O)c1cccc2ccccc12	0.8	-0.1	2	-8
c1coc(Cn2c(SCc3nc4ccccc4[nH]3)nnc2-c2ccco2)c1	-0.4	-0.2	5	-2
CC(C)c1ccc(C2/C(=C(/O)c3ccc(F)cc3)C(=O)C(=O)N2CCCCCC(=O)O)cc1 (stereo not given)	-0.2	0.0	4	-17
CCOc1ccc(N(CC(=O)NCc2cccnc2)S(=O)(=O)c2ccc(SC)cc2)cc1	0.2	0.0	-4	-8
CCOC(=O)CC(=O)CSc1nc2c(cc1C#N)CN(C)CC2	-0.6	-0.3	-8	53*
O=C(Oc1coc(CSc2ncccn2)cc1=O)c1ccc(Cl)cc1	0.3	0.1	6	19
Cc1cc(NCCN2CCOCC2)nc(Nc2ccc(N3CCOCC3)cc2)n1	0.2	0.0	9	2
O=C(NCc1cccs1)C1CCC(CNc2c(N3CCCC3)c(=O)c2=O)CC1 (stereo not given)	0.4	-0.1	6	13
Cc1ccccc1OCC(=O)N1N=C(c2cccnc2)CC1(O)C(F)(F)F (stereo not given)	-1.5	0.4	-10	14
Cc1cccc(NS(=O)(=O)CC23CCC(CC2=O)C3(C)C)c1 (stereo not given)	0.5	0.1	-8	20
COc1cc(Br)ccc1OCC(=O)N/N=C(\C)c1ccc(C)cc1	0.9	0.1	4	8
Nc1c(C(=O)Nc2ccccc2F)sc2nc3cc4c(cc3cc12)OCCO4	-0.2	0.0	-20	7
CCc1c(O)nc(SCC(=O)N(CC)CC)n(C(C)CC)c1=O (stereo not given)	-0.4	0.1	-2	11
Cc1nn(C)c(C)c1-c1nc(NC2CCN(Cc3ccccc3)CC2)c2ncn(Cc3ccc(C(F)(F)F)cc3)c2n1	1.7	0.0	-3	3
CC(=O)c1ccc(OCc2cc(C(=O)N3CCCCO3)no2)cc1	2.4	-0.2	-33	4
CC(=O)Nc1nnc(SCC(=O)N2CCN(c3ccc(F)cc3)CC2)s1	3.7	0.1	-5	2
COc1ccc(-n2nc3c(c2NC(=O)c2cccc(C(F)(F)F)c2)CSC3)cc1	0.5	-0.1	-5	11
O=C(OCC#CCSc1nnc(-c2ccco2)o1)C1=CC2C=CC=CC2OC1=O (stereo not given)	-0.8	0.0	-32	1
COc1ccc(S(=O)(=O)N2CCN(c3ccc(-n4nc(C)c(C)c4C)nn3)CC2)cc1	2.3	-0.1	-3	-2
Cc1nc(NCc2ccc(Cl)cc2)cc(-c2cncc(Br)c2)n1	2.1	0.2	8	6
CCCCN(C)C(=O)c1sc2ncnc(NC3CC3)c2c1C	-1.2	-0.2	-5	2
N#C/C(=C\c1cccc(O)c1)C(=O)Nc1cccc(Cl)c1	0.9	0.0	6	9
O=C(CSc1nc2ccccc2c(=O)n1CC1CCC(C(=O)N2CCN(c3ccccc3)CC2)CC1)NC1CCCCC1 (stereo not given)	-0.1	-0.1	-5	-4
CC(C)C1Oc2ccccc2C2CC(c3ccc(Cl)cc3)=NN21 (stereo not given)	-1.6	-0.1	-34	-2
N#C/C(=C\c1ccc([N+](=O)[O-])cc1)C(=O)Nc1ccc([N+](=O)[O-])cc1C(F)(F)F	1.4	-0.5	2	6

2 entries drawn at random from those above:
SMILES	GPR151 ag	FBW7 activator	TEAD-YAP block	MITF inh
COc1ccc(S(=O)(=O)N2CCN(c3ccc(-n4nc(C)c(C)c4C)nn3)CC2)cc1	2.3	-0.1	-3	-2
Cc1nc(NCc2ccc(Cl)cc2)cc(-c2cncc(Br)c2)n1	2.1	0.2	8	6
